B2AR arrestin – agonists driving beta-arrestin recruitment to human beta2-adrenergic receptor; P07550; beta-arrestin recruitment to beta2AR, cell-based reporter; Potency, µM (titrated, usually from 46.1 µM), without a hit: at the top dose activation, actives largely listed as activators; 330,000 tested, 0.02% active;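 also: potency is read from the fitted curve at half-maximal effect; 0% = DMSO controls and full agonism = EC100 isoproterenol or metaproterenol; nearly all actives have a fitted effect of over 65% in size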
ELG1 DNA repair – ELG1-dependent DNA repair inhibition; HEK293T ELG1-luciferase reporter, luminescence, 16 h; DNA damage induced by 5-fluorouridine; Potency, µM (doses to about 46.1 µM), for the others: top-dose activity change, negative = inhibition, actives largely listed as inhibitors; 330,000 tested, 2.3% active; also: potency is read from the fitted curve at half-maximal effect; % is scaled to controls: 0 for no effect and ±100 for the full control effect; nearly all actives have a fitted effect of over 55% in size
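Overnight (16 hr) co-exposure of 2,000 cells/well to 5-fluorouridine and compound at 37 °C preceded detection. Luciferase was quantified via ONE-Glo luminescence; loss of signal denotes inhibition.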
USP2a inh – USP2a (human) protease inhibition; 330,000 tested, 0.01% active; USP2 core, Ub-CHOP2 coupled fluorogenic reporter, 485/531; AID 463254; Potency, µM (top dose mostly 38.3 µM), without a hit: at the highest dose activity change, negative = inhibition, most hits filed as inhibitors;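 also: potency is read from the fitted curve at half-maximal effect; plate controls were DMSO wells for no effect and full inhibition by NEM control for full effect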
Target sequence (O75604 whole entry, looked up): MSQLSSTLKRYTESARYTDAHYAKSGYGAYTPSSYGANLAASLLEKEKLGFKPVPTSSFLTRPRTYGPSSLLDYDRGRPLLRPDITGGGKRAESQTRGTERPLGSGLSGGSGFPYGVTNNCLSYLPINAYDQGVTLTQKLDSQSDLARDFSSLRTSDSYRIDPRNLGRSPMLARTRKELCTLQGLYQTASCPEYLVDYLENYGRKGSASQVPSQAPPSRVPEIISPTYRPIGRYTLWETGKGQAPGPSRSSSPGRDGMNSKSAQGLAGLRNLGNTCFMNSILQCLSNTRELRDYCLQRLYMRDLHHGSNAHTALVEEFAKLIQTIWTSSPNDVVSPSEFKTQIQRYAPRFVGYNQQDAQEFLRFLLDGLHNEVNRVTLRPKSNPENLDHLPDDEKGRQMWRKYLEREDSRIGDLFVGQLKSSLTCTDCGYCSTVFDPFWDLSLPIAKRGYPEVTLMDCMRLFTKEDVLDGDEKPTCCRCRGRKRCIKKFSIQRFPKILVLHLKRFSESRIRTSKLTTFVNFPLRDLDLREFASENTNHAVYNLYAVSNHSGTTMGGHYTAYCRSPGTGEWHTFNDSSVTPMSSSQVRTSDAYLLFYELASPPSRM
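Cell-free coupled assay: 10nM USP2 core preincubated 30min RT with compound in Tris-HCl pH 8.0/CaCl2/CHAPS buffer, then 25nM Ub-CHOP2 and 25nM reporter substrate; fluorescence (Ex 485/Em 531) read after 60min RT, normalized to NEM inhibition, concentration-response curves fitted.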
TSHR antagonist – antagonists of human thyroid stimulating hormone receptor | P16473 | TSHR-expressing cells, TSH-stimulated cAMP HTRF, 2 h; hits give low values | activity change, negative = inhibition, % at 11.5 µM | 330,000 tested, 0.2% active;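 active = activity change below a set negative limit, meaning inhibition stronger than a set level, cut at about -70% in these data; inconclusive = activity change between two set negative limits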; also: % is scaled to controls: 0 for no effect and ±100 for the full control effect
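TSHR-expressing cells, 200/well, pre-treated with compound, then stimulated with EC80 TSH (4nM final) for 2 hours at 37 deg C. cAMP measured by competitive HTRF: anti-cAMP cryptate antibody in lysis buffer plus cAMP-d2, read after 30 minutes at room temperature.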
TSG101-PTAP inh – blocks PTAP/TSG101 interaction to inhibit HIV-1 budding. Q99816. Fluorescence polarization, FITC-PTAP peptide / Tsg101 binding. Potency, µM (series often up to 115 µM), without a hit: at the highest dose activity change, negative = inhibition, hits mostly inhibitors. 340,000 tested, under 10 active. AID 493005; active = well fitted inhibition curve with a large enough effect in the main read-out, with a control signal flat, not every such curve was filed as active; inconclusive = small, poorly fitted or top-dose-only effect, or effect the other way, or a change in a side signal; inactive = no such curve, though single readings can be large or run the other way; also: potency is read from the fitted curve at half-maximal effect; % of control where 0% means no effect
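Compounds were pin-transferred onto Tsg101 binding domain (10 uM final) in HEPES pH 7.5 buffer, then FITC-PTAP peptide was added at 50 nM final. After 20 min at RT, polarization reported peptide displacement across a qHTS concentration series.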
Eya2 phos inh – Eya2 (human) phosphatase inhibition | AID 488837 | Potency, µM (highest dose often 76.9 µM), for inactives: at the top dose activity, negative = inhibition, usual class: inhibitors | recombinant Eya2, OMFP fluorescence dephosphorylation (OMFP is methylfluorescein phosphate) | 330,000 tested, 0.006% active; also: potency is read from the fitted curve at half-maximal effect; % is scaled to controls: 0 for no effect and ±100 for the full control effect
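Eya2 (0.2 uM) preincubated 10 min at ambient with compound, then OMFP substrate added at 50 uM; 10 min reaction in 50 mM HEPES pH 7.5, 50 mM NaCl, 5 uM MgCl2, 0.05% BSA, 1 mM DTT. Fluorescence read at Ex 485/Em 525 nm.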
TCR act – T cell receptor activation | AID 504894 | primary human leukocytes, anti-CD3, IL-2 HTRF, 48 h | Potency, µM (highest dose often 9.22 µM), without a hit: at the highest dose activation of IL-2 secretion, most hits filed as activators | 330,000 tested, under 10 active; also: % of control where 0% means no effect
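TCR engagement came from a-CD3 beads alone, with compounds added to primary human leukocytes for 48 hr. Secreted IL-2 bridged europium cryptate- and d2-labelled anti-IL-2 antibodies, giving FRET emission at 665nm after 320nm excitation.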
Tb PFK block – blocks T. brucei phosphofructokinase. AID 485367. 330,000 tested, 0.17% active. T. brucei PFK, ADP-Glo luminescence. O15648. Potency, µM (top dose mostly 57.5 µM), inactives show at the top dose activity, negative = inhibition, hits mostly inhibitors;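 also: potency is read from the fitted curve at half-maximal effect; 0% = uninhibited 1x PFK enzyme wells and -100% = no-enzyme wells; nearly all actives have a fitted effect of over 60% in size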
Target sequence (O15648 whole entry, looked up): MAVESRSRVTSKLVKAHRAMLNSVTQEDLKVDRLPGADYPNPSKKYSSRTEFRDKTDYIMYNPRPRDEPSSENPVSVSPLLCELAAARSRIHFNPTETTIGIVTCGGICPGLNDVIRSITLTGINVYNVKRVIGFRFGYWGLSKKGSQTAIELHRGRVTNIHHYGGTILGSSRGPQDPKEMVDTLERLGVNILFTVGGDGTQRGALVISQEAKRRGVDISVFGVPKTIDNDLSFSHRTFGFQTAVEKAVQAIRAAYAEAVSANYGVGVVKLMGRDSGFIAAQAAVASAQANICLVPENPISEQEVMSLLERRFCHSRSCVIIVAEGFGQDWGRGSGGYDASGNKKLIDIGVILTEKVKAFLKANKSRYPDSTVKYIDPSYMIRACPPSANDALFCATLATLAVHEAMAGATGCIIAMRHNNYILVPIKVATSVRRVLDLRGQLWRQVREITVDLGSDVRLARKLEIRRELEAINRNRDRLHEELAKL
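Compounds were pin-transferred as a titration series up to 57 uM into substrate buffer (0.5 mM F6P, 0.1 mM ATP, pH 8.0), then 1.25 nM PFK was added and reactions ran 45 min before ADP-Glo detection.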
uPA generation – inhibitors of cell surface uPA generation; cell surface uPA generation assay, qHTS; Potency, µM (doses to about 38.3 µM), for the others: at the top dose activity change, negative = inhibition, hits mostly inhibitors; 330,000 tested, 0.31% active; AID 540303; active = well fitted inhibition curve with a large enough effect; inconclusive = small, poorly fitted or top-dose-only effect; inactive = no such curve, though single readings can be large or run the other way; tested in mouse RAW 264.7 cells; also: potency is read from the fitted curve at half-maximal effect; % is scaled to controls: 0 for no effect and ±100 for the full control effect; nearly all actives have a fitted effect of over 55% in size
Chronic BCR inh – blocks chronic active B-cell receptor signaling. ABC-DLBCL IkBa-CBG/CBR reporter, luminescence ratio, 4 h. Potency, µM (series often up to 46.1 µM), inactives show at the top dose ratio change, negative = lower green/red ratio, hits mostly inhibitors. 340,000 tested, 0.05% active. AID 493014; active = well fitted inhibition curve with a large enough effect in the signal ratio, with a control signal flat, not every such curve was filed as active; inconclusive = small, poorly fitted or top-dose-only effect, or effect the other way, or a change in a side signal; the % refers to the signal ratio;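 also: potency is read from the fitted curve at half-maximal effect; plate controls were basal doxycycline-induced cells for no effect and cells given 10 µM MG132 for full effect; MG132 reads +100%, hits lower the ratio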
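TMD8 human ABC-DLBCL cells with doxycycline-inducible IκBα–green luciferase fusion and unfused red luciferase, in 0.5% FBS medium; compounds up to 46 uM, 4 h at 37C. Green/red luminescence ratio, filter-overlap corrected, fitted to concentration-response curves.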
Mito fusion act – inhibitors of mitochondrial division or activators of mitochondrial fusion; S. cerevisiae fusion-defective mutant growth rescue, CellTiterGlo 48 h; 320,000 tested, 0.23% active; Potency, µM (highest dose often 46.1 µM), without a hit: at the top dose growth rescue (activation), most hits filed as activators;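 also: potency is read from the fitted curve at half-maximal effect; % of control where 0% means no effect; nearly all actives have a fitted effect of over 45% in size; temperature-sensitive fusion mutants such as fzo1-1 at 37 °C on non-fermentable ethanol glycerol medium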
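S. cerevisiae fusion-defective temperature-sensitive mutants (e.g. fzo1-1, mgm1-5) grown 48 h at 37C in YPEG (ethanol/glycerol non-fermentable) medium with 23 nl compound per well; growth rescue read as CellTiterGlo luminescence.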
An asterisk follows results filed as active; ? = inconclusive; . = not tested or not shown; [ ] = remark or other dose. Unless noted, calls follow the shape of the dose curve; as a rule, active = well fitted curve in the direction sought with a large enough effect; inconclusive = small, poorly fitted or top-dose-only effect, or another doubt; inactive = no such curve, though single readings can be large; an effect the other way counts as inactive or inconclusive.

SMILES | B2AR arrestin | ELG1 DNA repair | USP2a inh | TSHR antagonist | TSG101-PTAP inh | Eya2 phos inh | TCR act | Tb PFK block | uPA generation | Chronic BCR inh | Mito fusion act
CCN(CC(=O)Nc1ccc(NC(C)=O)cc1)C(=O)c1cccnc1Sc1ccc(C)c(C)c1 | -0.1% | 1.7% | 1.9% | 8.0 | -4.0% | -7.8% | -1.6% | 0.2% | -2.4% | -13.0% | -4.7%
O=C(CN1/C(=C(/O)c2ccccc2)C(=O)c2ccccc2S1(=O)=O)c1ccccc1 | 0.1% | -15.6% | -2.0% | 25.9 | -7.2% | -16.2% | 3.6% | 2.0% | -0.1% | 13.8% | 3.1%
Cc1cccc(-c2ocnc2C(=O)N2CCN(C(=O)c3cccs3)CC2)c1 | -0.5% | -0.6% | 1.1% | -1.8 | 1.5% | -1.3% | -9.3% | -1.1% | 0.7% | 6.0% | 4.4%
CC(=O)Nc1ccc(N(C)S(C)(=O)=O)cc1 | -0.3% | 0.2% | 1.8% | 11.0 | 1.2% | -0.7% | -1.3% | -1.8% | 3.9% | -6.8% | -2.2%
CC(C)C(OC(=O)c1cccs1)C(=O)NCc1ccco1 (configuration not stated) | -1.7% | 3.1% | 0.7% | -8.1 | -5.9% | -24.8% | -0.8% | 2.2% | -2.4% | 3.6% | -4.6%
C/C(=N\NC(=O)c1c(C)nc2ccccn12)c1ccc(O)cc1O | 0.1% | 2.91µM* | 1.6% | -4.6 | 1.5% | 2.1% | 1.3% | -11.3% | -9.0% | -6.0% | -0.8%
CCc1ccc(-c2cc(C)no2)cc1S(=O)(=O)NCc1ccccc1OC | 0.0% | ? | 2.1% | -17.7 | 1.3% | 11.3% | 5.9% | -0.2% | -1.5% | ? | 11.9%
Cc1n[nH]c(=O)c2c(NC(=O)CSc3nnnn3-c3ccccc3)oc(C)c12 | -0.3% | 16.0% | -0.3% | -2.5 | -1.1% | 5.6% | -3.4% | 4.2% | -4.6% | 1.1% | -4.1%
CCC(C)(O)c1[nH]c2ccc(C(F)(F)F)cc2c1C (configuration not stated) | 0.6% | 4.7% | -5.6% | -14.8 | -3.4% | -11.0% | -3.7% | 0.4% | 3.1% | 17.8% | -6.3%
O=C(Nc1nnc(-c2ccncc2)s1)C1CCCO1 (configuration not stated) | -0.2% | ? | 1.3% | 0.4 | 1.1% | 7.0% | 6.2% | -3.8% | -1.4% | -10.7% | 4.9%
Cc1ccc(C(=O)NCCNC(=O)c2cccnc2)cc1 | -0.3% | ? | -0.3% | -3.8 | -7.5% | -16.8% | -3.6% | 0.1% | 4.8% | -10.6% | 4.9%
O=C1NC(c2cccs2)Nc2ccccc21 (configuration not stated) | 0.0% | -9.8% | 3.8% | 10.3 | -2.1% | 9.1% | -5.9% | 2.2% | 0.1% | 33.7% | -2.3%
Cc1nn(C)cc1C(N)=O | 0.1% | 4.6% | -4.1% | -3.7 | -5.0% | 2.1% | 7.6% | -5.9% | -5.7% | -1.0% | 1.3%
COc1ccccc1/C=C/C=N/NC(=O)CCn1nnc2ccccc21 | -0.3% | -0.7% | 1.2% | -2.0 | -0.5% | 3.0% | 5.5%[46.1 µM] | 6.1% | 10.4% | ? | -3.6%
CCC(=NCCN1CCNCC1)C1=C(O)CC(C)(C)CC1=O | 0.3% | 5.0% | 2.2% | 7.3 | -6.3% | 14.3% | 2.3% | 15.0% | 4.8% | 5.6% | -4.2%
Cc1ccc(CNC(=O)c2ccc3c(c2)NC(=O)CS3)cc1 | 0.0% | 1.6% | -4.1% | 5.7 | -4.0% | -3.8% | 8.0% | -1.5% | 0.6% | -14.1% | ?
COc1ccc2c(c1)c1nc3ccccc3nc1n2CCn1c(=O)oc2ccccc21 | -0.9% | ? | -0.3% | 23.8 | ? | -21.9% | . | 0.2% | 7.6% | ? | 9.9%
Cc1ccc(C2=NN(C(=O)CCC(=O)O)C(c3cccs3)C2)cc1 (configuration not stated) | -0.4% | 11.9% | -1.5% | -9.1 | 0.4% | 11.0% | 4.8% | 5.9% | 2.3% | 10.2% | 0.1%
Nc1nc(N)nc(-c2ccccc2O)n1 | 0.1% | ? | -1.3% | 10.9 | -1.2% | -2.3% | 0.0% | 0.7% | -8.6% | ? | -1.3%
COc1ccc(Cc2nnc(-c3ccc(F)cc3)o2)cc1OC | -0.2% | 6.5% | 2.1% | 0.7 | 1.7% | -14.5% | 12.6% | -0.4% | -12.4% | 4.7% | -0.5%
CCc1ccccc1NC(=O)C1CCCN1C(=O)Nc1ccc(C)cc1 (configuration not stated) | -0.5% | 7.5% | 0.4% | 6.1 | 0.6% | -3.3% | -3.9% | 3.0% | -2.1% | 3.4% | 8.8%
Cc1ccc(S(=O)(=O)N2CCOCC2)cc1NC(=O)C1CC(=O)N(c2ccc3c(c2)OCCO3)C1 (configuration not stated) | -0.1% | 1.0% | 2.7% | -6.3 | -2.0% | -7.1% | 0.5% | 18.8% | -0.2% | -13.3% | -3.7%
COc1ccc(NS(=O)(=O)c2ccc(OCC(=O)N3CCOCC3)cc2)cc1 | -0.2% | 17.1% | 1.4% | -3.7 | -6.5% | -3.4% | 1.4% | 20.5% | -0.8% | -0.2% | -1.0%
CCOc1ccc(OCCSc2nc3ccccc3n2CC(=O)O)cc1 | -0.1% | -4.4% | -0.4% | 3.8 | -5.3% | 6.6% | -4.1% | 0.1% | 1.8% | ? | -1.9%
COc1ccccc1OCC(=O)N/N=C1/SCC(=O)N1Cc1ccccc1 | -0.2% | -7.0% | 3.0% | 5.8 | -3.4% | 9.7% | 1.0% | -1.9% | 0.4% | -21.1% | -0.4%
Following part.
SMILES | B2AR arrestin | ELG1 DNA repair | USP2a inh | TSHR antagonist | TSG101-PTAP inh | Eya2 phos inh | TCR act | Tb PFK block | uPA generation | Chronic BCR inh | Mito fusion act
COc1cc(CNc2ccc(N3CCOCC3)cc2)ccc1OCC(=O)NC(C)(C)C | 0.3% | ? | -2.1% | 1.1 | -3.3% | -3.2% | 6.3% | 0.4% | 11.9% | -13.4% | -2.8%
O=C(Nc1ccccc1O)c1cc(S(=O)(=O)N2CCOCC2)ccc1Cl | 0.0% | -1.0% | -1.9% | -1.6 | -0.1% | -26.7% | 2.5% | -0.3% | -2.4% | -0.8% | 0.2%
COc1cccc(OC)c1C(=O)NC(=S)NNC(=O)[C@H]1C[C@@H]1c1ccccc1 | -0.7% | ? | 2.8% | -9.2 | 0.9% | 3.9% | 1.2% | 3.3% | 9.3% | -20.1% | -4.6%
CCOc1ccccc1NC(=O)C1CCCN(C(=O)NCc2ccccc2)C1 (configuration not stated) | -0.7% | -6.9% | -1.9% | -3.6 | -2.3% | 5.2% | -5.0% | -6.4% | . | ? | -0.2%
COc1ccc(C(=O)Nc2c(-c3cccs3)c(=O)c3ccccc3n2C)cc1 | -1.2% | ? | -0.6% | -4.0 | -3.9% | 15.7% | 0.5% | -1.7% | -7.8% | ? | -1.8%
O=C(NCCc1ccc(F)cc1)Nc1ccc2c(c1)OCO2 | -0.5% | ? | 1.0% | 4.8 | -4.2% | -8.1% | -3.5% | ? | 3.9% | -10.3% | -1.1%
CCNC(=O)C(=O)NCC1OCCCN1S(=O)(=O)c1cccs1 (configuration not stated) | -3.7% | -10.7% | -4.0% | -4.7 | 2.3% | -12.0% | -6.0%[46.1 µM] | 3.6% | 1.0% | 0.7% | -7.1%
CCOC(=O)N1CCN(C(=O)c2ccc3c(=O)n(-c4ccc(F)cc4)c(=S)[nH]c3c2)CC1 | -0.6% | -12.8% | -0.5% | -9.2 | -5.5% | 22.1% | . | -6.5% | 4.1% | -6.2% | -0.7%
O=C(CC12CC3CC(CC(C3)C1)C2)NCCN1CCOCC1 | 0.5% | 0.4% | -3.6% | -0.4 | -0.7% | 0.2% | . | 11.2% | . | 0.8% | -0.3%
Cc1ccc(-c2csc3ncnc(SCC(=O)c4ccc5c(c4)OCCO5)c23)cc1 | -1.0% | -29.2% | -1.0% | -5.7 | -3.1% | -2.8% | 4.0% | -0.5% | . | 10.9% | -0.5%
Cc1cccc(N(Cc2ccccc2F)S(C)(=O)=O)c1 | -1.6% | -4.8% | 3.6% | -14.4 | -2.5% | -5.9% | 1.8% | 0.6% | 2.0% | -0.3% | -1.5%

Source: PubChem BioAssay (National Center for Advancing Translational Sciences (NCATS))

No enrichment for hits, and some 3% of all compounds hit somewhere here.
